E-selectin induc – induces E-selectin expression in human endothelial cells. P16581. HUVEC E-selectin immunofluorescence imaging; normalized: neutral wells 0, TNF-alpha wells 100. activation, % at 7.58 µM. hit rate 0.37% among 260,000;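 active means mean E-selectin-positive cell signal at least 10% of the positive control, reached in at least 60% of replicates, without over 20% cell loss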;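 further: in these data hits start at about 27%; measured in HUVEC primary endothelial cells; signal is the percent of cells scored E-selectin positive by PE staining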
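Assay system: HUVEC primary endothelial cells. Input: 3,000 HUVEC seeded per well. Doses: one compound dose added by pin transfer. Read-out basis: % PE-positive cells. Benchmarks: TNF-alpha high, DMSO low. Detection: immunofluorescence imaging. Buffer or medium: EGM-2, gelatin.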
esBAF inh – inhibitors of esBAF chromatin remodeling in mouse ES cells. reporter increase, % at 12.5 µM. hit rate 2% among 350,000. Bmi1-luciferase knock-in reporter, 24 h; 100% = twice the neutral-well signal; in the data active means activation above about 40%;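 further: 0% = median of the plate's neutral control wells and 100% = double that signal; a rise in the Bmi1 reporter signal indicates esBAF inhibition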
Xi reactivation – activators of X-chromosome reactivation in mouse fibroblasts; XiGFP mouse fibroblasts, % GFP-positive cells imaging, 3 d; cells co-treated with 5-aza-dC sensitizer; scaled so ellipticine positive control = 100%; activation, % at 7.58 µM; hit rate 0.055% among 360,000;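 active means mean normalized replicate activation at least 10% and every replicate at or above 10%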;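 further: 0% = median of on-plate neutral control wells and 100% = ellipticine 6 µM median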
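material = 68-5-11 XiGFP fibroblast line | medium = DMEM plus 5-aza-dC sensitizer | schedule = 3 days compound exposure | benchmarks = positive control ellipticine, 6 µM final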
S100A4 inh HTS – S100A4-myosin IIA interaction inhibition; P26447; S100A4/TAMRA-MyoIIA peptide fluorescence polarization; inhibition, % at 10.7 µM; hit rate 0.14% among 360,000;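 active means mean inhibition of at least 70% across replicates, with every replicate also reaching that level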
Target sequence (P26447 whole entry, looked up): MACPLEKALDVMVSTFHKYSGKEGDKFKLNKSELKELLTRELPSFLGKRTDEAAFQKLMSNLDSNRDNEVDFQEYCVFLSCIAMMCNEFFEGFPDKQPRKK
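Compound dosing: one dose per compound; test system: human S100A4 monomer with TAMRA-labelled myosin IIA peptide; probe or stimulus: TAMRA-labelled myosin IIA heavy-chain peptide probe, 5 nM; medium: HEPES buffer with Ca2+, pH 7.2; schedule: 5 min incubation before reading; benchmarks: neutral control DMSO, positive control TFP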
ERp5 block – ERp5 (human) disulfide isomerase inhibition; Q15084; inhibition, % at 9.99 µM; ERp5 insulin aggregation, absorbance 650 nm, 90 min; hit rate 0.05% among 350,000;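 active means mean replicate inhibition above about 25%, with every replicate also reaching it, limit read from the data, passing the limit was not always enough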
Target sequence (Q15084 whole entry, looked up): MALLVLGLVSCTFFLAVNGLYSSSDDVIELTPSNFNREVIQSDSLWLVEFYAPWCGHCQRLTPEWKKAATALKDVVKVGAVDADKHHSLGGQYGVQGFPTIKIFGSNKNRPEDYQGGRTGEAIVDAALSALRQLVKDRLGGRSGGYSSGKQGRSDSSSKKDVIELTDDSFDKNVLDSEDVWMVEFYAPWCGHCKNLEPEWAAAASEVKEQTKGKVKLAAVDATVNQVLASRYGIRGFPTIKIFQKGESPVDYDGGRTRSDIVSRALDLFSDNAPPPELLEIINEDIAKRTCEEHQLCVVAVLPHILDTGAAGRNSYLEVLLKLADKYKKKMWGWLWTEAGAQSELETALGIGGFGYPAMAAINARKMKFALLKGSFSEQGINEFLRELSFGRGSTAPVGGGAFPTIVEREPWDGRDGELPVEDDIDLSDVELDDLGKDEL
RAD54 inh – inhibitors of human RAD54 branch migration; AID 602329; inhibition, % at 10.4 µM; Q92698; RAD54 Holliday junction branch migration, FAM/BHQ fluorescence; hit rate 0.14% among 360,000;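 active means mean normalized replicate activity at least 40 and at least half of replicates scoring 40 or more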;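 further: 0% = median of neutral control wells and 100% = median of positive control wells; inhibitors cause a drop in the FAM fluorescence signal; in these data hits start at about 50%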
RAD52 anneal inh – RAD52 (human) annealing inhibition. inhibition, % at 18.7 µM. recombinant RAD52 DNA annealing, FRET fluorescence. hit rate 0.46% among 360,000;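 active means every replicate showing at least 50% inhibition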
Target sequence (P43351 whole entry, looked up): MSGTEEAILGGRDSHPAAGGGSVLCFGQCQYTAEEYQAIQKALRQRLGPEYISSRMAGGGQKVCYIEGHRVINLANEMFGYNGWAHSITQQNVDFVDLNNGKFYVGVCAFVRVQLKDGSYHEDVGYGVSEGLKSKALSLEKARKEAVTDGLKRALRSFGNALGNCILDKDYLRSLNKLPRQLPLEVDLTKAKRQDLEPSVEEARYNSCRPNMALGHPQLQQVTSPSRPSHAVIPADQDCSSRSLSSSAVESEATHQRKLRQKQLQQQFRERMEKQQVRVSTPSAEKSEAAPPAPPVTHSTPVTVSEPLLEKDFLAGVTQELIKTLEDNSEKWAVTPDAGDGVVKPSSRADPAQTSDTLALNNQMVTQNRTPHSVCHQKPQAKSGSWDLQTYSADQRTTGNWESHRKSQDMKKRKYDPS
ERAP1 HTS inh – ERAP1 (human) enzyme inhibition; Q9NZ08; recombinant ERAP1, Leu-AMC fluorescence, 60 min; inhibition, % at 10.7 µM; hit rate 0.15% among 340,000; AID 652197;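 active means mean replicate inhibition of at least 30%, or all replicates individually reaching that 30% level; inactive means mean below 30% and not every replicate reaching it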;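 further: 0% = neutral control wells and 100% = L-leucinethiol positive control wells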
* marks the source's active call; other numbers are inactive results; i = inactive; · = not tested or not shown; & = joins results of further samples. Rows were taken by chance. About 2.5% of those tested had a hit in this group.

SMILES	E-selectin induc	esBAF inh	Xi reactivation	S100A4 inh HTS	ERp5 block	RAD54 inh	RAD52 anneal inh	ERAP1 HTS inh
CCCNC(=O)Nc1ccc2c(c1)C(=O)N(C)C[C@@H](OC)[C@@H](C)CN(Cc1cncnc1)[C@@H](C)CO2	1.8	2	0.0	2	1	5	2	-1
O=C(Nc1cccc(Cl)c1)N1C[C@H]2[C@@H](c3ccccc31)[C@H](CO)N2C(=O)c1cccnc1	-0.3	15	0.2	6	6	1	-8	0
O=C(NNc1cccc(Cl)n1)C1CC1	·	1	0.0	-2	0	4	-11	1
CC(CCc1ccccc1)NC(=O)COC(=O)c1ccc([N+](=O)[O-])cc1 (configuration not stated)	-0.2	-3	0.1	4	1	-4	-5	1
COc1ccc(S(=O)(=O)N(C)C[C@H]2OCCCC[C@@H](C)Oc3ccc(N(C)C)cc3C(=O)N([C@@H](C)CO)C[C@H]2C)cc1	-0.2	3	0.0	3	0	-4	47	-5
O=C(N/N=C/c1ccc([N+](=O)[O-])o1)c1cc2c(ccc3ccccc32)o1	-1.0	·	-0.7	0	0	·	-20	-3
O=C(NC(C(=O)N1CCCC1C(=O)NC1CCCC1)c1ccccc1)c1cccs1 (configuration not stated)	0.1	·	0.1	-6	-2	·	1	0
O=C(Nc1ccc(C(F)(F)F)cc1)N[C@@H]1CC[C@@H](CC(=O)N2CCCCC2)O[C@@H]1CO	-0.5	-1	-0.5	-4	1	1	-6	1
CC(C)NC(=O)N(C)C[C@@H]1Oc2cc(-c3ccccc3F)ccc2S(=O)(=O)N([C@H](C)CO)C[C@H]1C	-0.3	-3	-0.1	7	-2	-2	1	-5
O=C(CSc1nnc2ccc(-c3ccc(Br)cc3)nn12)NCC1CCCO1 (configuration not stated)	0.0	-3	-0.2	-4	-7	·	-2	-1
CCC(=O)N1CC2(C1)CN(C(=O)Nc1ccccc1F)[C@@H](CO)c1c2c2ccc(OC)cc2n1C	-0.1	·	0.2	7	5	·	10	2
CC(=O)Nc1ccc(C(=O)CSc2nnc(-c3ccc(O)cc3)n2CC2CCCO2)cc1 (configuration not stated)	·	4	·	-3	-2	4	-5	2

Single values from the list:
`O=C(NNc1cccc(Cl)n1)C1CC1` @ Xi reactivation: 0.0
`O=C(Nc1ccc(C(F)(F)F)cc1)N[C@@H]1CC[C@@H](CC(=O)N2CCCCC2)O[C@@H]1CO` @ ERp5 block: 1
`O=C(N/N=C/c1ccc([N+](=O)[O-])o1)c1cc2c(ccc3ccccc32)o1` @ Xi reactivation: -0.7

Five compounds picked at random from the list so far, as already listed:
SMILES	E-selectin induc	esBAF inh	Xi reactivation	S100A4 inh HTS	ERp5 block	RAD54 inh	RAD52 anneal inh	ERAP1 HTS inh
O=C(Nc1ccc(C(F)(F)F)cc1)N[C@@H]1CC[C@@H](CC(=O)N2CCCCC2)O[C@@H]1CO	-0.5	-1	-0.5	-4	1	1	-6	1
O=C(NC(C(=O)N1CCCC1C(=O)NC1CCCC1)c1ccccc1)c1cccs1 (configuration not stated)	0.1	·	0.1	-6	-2	·	1	0
CCC(=O)N1CC2(C1)CN(C(=O)Nc1ccccc1F)[C@@H](CO)c1c2c2ccc(OC)cc2n1C	-0.1	·	0.2	7	5	·	10	2
CC(=O)Nc1ccc(C(=O)CSc2nnc(-c3ccc(O)cc3)n2CC2CCCO2)cc1 (configuration not stated)	·	4	·	-3	-2	4	-5	2
CC(C)NC(=O)N(C)C[C@@H]1Oc2cc(-c3ccccc3F)ccc2S(=O)(=O)N([C@H](C)CO)C[C@H]1C	-0.3	-3	-0.1	7	-2	-2	1	-5

(continued)
SMILES	E-selectin induc	esBAF inh	Xi reactivation	S100A4 inh HTS	ERp5 block	RAD54 inh	RAD52 anneal inh	ERAP1 HTS inh
CCO[C@@H]1OC(C(N)=O)=C[C@H](c2coc3ccccc3c2=O)[C@H]1CCCO	0.1	-1	0.0	0	-6	2	-8	-3
COC(=O)C(NC(=O)CN1C(=O)c2ccccc2C1=O)c1ccc(O)c(OC)c1 (configuration not stated)	-0.3	-8	0.0	-8	4	1	-11	0
O=C(/C=C/[C@H]1O[C@@H](n2cnc3c(NC(=O)c4ccccc4)ncnc32)[C@H](O)[C@@H]1O)NCCCc1ccccc1	0.3	2	-0.2	2	4	5	7	-2
CC(C)Cc1nnc(NC(=O)Nc2ccccc2)s1	0.8	53*	0.2	3	2	10	13	-3
COCCNC(=O)C[C@@H]1CC[C@@H](NC(=O)NC2CCCC2)[C@H](CO)O1	0.2	-2	0.0	-3	3	-7	3	0
Cc1ccc(C)c(NC(=S)N2C3CCCC2CC(NC(=O)C2CC2)C3)c1 (configuration not stated)	0.3	-5	0.3	2	6	-4	2	2
COc1ccc(CNc2nc3c(c(=O)[nH]c(=O)n3C)n2CCCc2ccccc2)cc1	·	-4	·	-1	1	-13	-5	0
C[C@H](CO)N1C[C@H](C)[C@H](CN(C)Cc2ccccn2)Oc2cc(-c3ccc(C#N)cc3)ccc2S1(=O)=O	-0.2	-8	0.0	10	-1	-2	2	3
COCCNC(=O)C[C@@H]1CC[C@H]2[C@H](COc3ccc(NC(C)=O)cc3C(=O)N2C)O1	-0.1	-3	0.2	·	·	1	·	·
C[C@H](CO)N1C[C@H](C)[C@@H](CN(C)C(=O)NC2CCCCC2)OCc2cn(nn2)CCCC1=O	-0.9	1	0.3&0.4	-1&-4	-4&12	1	5&1	0&0
O=C(O)c1ccccc1NS(=O)(=O)c1ccc2ccccc2c1	·	10	-0.1	-4	1	2	-19	-15
C[C@@H](NC(=O)C[C@H]1C=C[C@H](NC(=O)C2CCC2)[C@H](CO)O1)c1ccccc1	-0.2	-1	-0.4	18	-2	4	12	1
COc1ccc(S(=O)(=O)N(C)C[C@@H]2Oc3ccc(NC(=O)NC4CCCCC4)cc3CC(=O)N([C@@H](C)CO)C[C@H]2C)cc1	0.1	1	-0.1	-18	2	-3	-12	1
COc1ccc(C(C)(O)c2nc(-c3ccc(N(C)C)cc3)cs2)cc1 (configuration not stated)	-0.2	34	0.3	-1	2	-26	-3	-6
CCOC(=O)[C@]12CCC=C1N(CCC1=CCCCC1)C(=O)[C@H](CC(=O)NCc1ccc(C)o1)C2	0.0	·	0.0	-19	8	·	-28	·
CCOC(=O)Cn1c(=O)oc2cc(S(=O)(=O)NC3CCCc4ccccc43)ccc21 (configuration not stated)	0.2	-1	-0.1	9	2	-4	-11	-5
COc1ccc(C(=O)Nc2ccccc2C(=O)N2CCOCC2)cc1Br	-0.8	-3	0.3	-3	-4	13	-13	0
CC(=O)Nc1ccc(NC(=O)CSc2ccc3nnc(CCNS(=O)(=O)c4ccc(C)cc4)n3n2)cc1	·	0	0.0	-1	4	-7	-18	4
CCOc1ccc(NC(=O)NCc2ccc3c(c2)OCO3)cc1	·	-9	0.1	8	0	5	1	2
Cc1cc(C(=O)N2CCN(c3ccccn3)CC2)c(C)o1	·	1	·	0	0	-9	-12	1
CS(=O)(=O)N1CCN(c2nc3ccc(Cl)cc3s2)CC1	5.0	·	-0.1	5	1	·	6	4
C=C(C)CN(CC)C(=O)Cn1cnc2c(oc3ccccc32)c1=O	-2.5	6	0.0	-3	-4	2	-3	0
C[C@@H]1CN([C@H](C)CO)C(=O)c2cc(NC(=O)NC3CCCCC3)ccc2O[C@@H](C)CCCCO[C@H]1CN(C)C(=O)c1ccccc1	1.3	-1	0.4	19	-2	-5	17	-1
COc1ccc(OCC(=O)OCC(=O)NCC2CCCCC2)cc1	-0.3	1	-0.1	0	4	·	-5	-2
COc1ccccc1-c1cnc2c(c1)C(=O)N([C@@H](C)CO)C[C@H](C)[C@H](CN(C)C(=O)CC1CC1)O2	1.0	-5	0.1	-19	-2	4	-4	-2
CO[C@@H]1CC[C@@H]2CCN(C)C(=O)[C@@H](C)CN(C)C(=O)c3cc(C#N)ccc3OC[C@H]1O2	0.0	5	0.0	-13	-1	-6	8	-1
COc1ccc(NC(=O)N(C)C[C@H]2OCCCC[C@H](C)Oc3ccc(NS(=O)(=O)c4c(C)noc4C)cc3C(=O)N([C@H](C)CO)C[C@@H]2C)cc1	-0.2	4	0.2	·	·	-1	·	·
N#CC(C#N)=C1C=C2C=C(N3CCOCC3)CCC2CC1 (configuration not stated)	0.2	·	0.0	-10	-3	·	i	6
Cc1cc(C)cc(NC(=O)CCC(=O)Nc2nnc(C(C)C)s2)c1	-0.3	11	0.0	-4	-3	3	-14	4
CO[C@@H]1CN(C)C(=O)c2ccc(NC(=O)c3ccccc3)cc2OC[C@@H](C)N(C)C[C@H]1C	0.0	·	0.3	-31	1	·	16	-1
COc1ccc(NC(=O)N(C)C[C@@H]2Oc3c(NS(=O)(=O)c4ccc(Cl)cc4)cccc3C(=O)N([C@H](C)CO)C[C@H]2C)cc1	0.0	2	-1.1	8	-2	-1	-12	2
C[C@H]1CN([C@@H](C)CO)S(=O)(=O)c2ccc(-c3ccc(C(=O)N(C)C)cc3)cc2O[C@@H]1CN(C)C(=O)C1CCC1	-0.5	-3	-0.1	-9	-1	10	-14	0
CC(C)NC(=O)Nc1ccc2c(c1)C(=O)N([C@H](C)CO)C[C@H](C)[C@H](CN(C)Cc1ccccc1)OCCCC[C@H](C)O2	0.0	1	0.0	6	3	2	-11	2
CCN(CC)C(=O)C1=C(C)N(Cc2ccc(C(C)(C)C)cc2)C(=O)C(CC(=O)NC2CCCC2)C1 (configuration not stated)	·	-2	-0.1	-5	-4	4	0	-3
C[C@H](NC(=O)c1ccc(C(C)(C)C)cc1)C(=O)N1CCOCC1	0.3	-3	0.3	1	3	3	-13	-1
O=C(C[C@H]1CC[C@H](NC(=O)c2ccncc2)[C@@H](CO)O1)NCC1CCCCC1	-0.4	-4	0.0	5	-2	-7	-2	0
CC(=O)N(C)C[C@H]1Oc2cc(-c3ccncc3)ccc2S(=O)(=O)N([C@@H](C)CO)C[C@@H]1C	0.7	3	-0.9	-16	3	1	9	3
COc1ccc(C=O)cc1OS(=O)(=O)c1ccc(NC(C)=O)cc1	0.7	·	1.2	-1	3	·	-8	-2
O=C(Cc1nnc(NC(=O)c2ccccc2)s1)N/N=C\c1ccc(O)c(O)c1	-0.1	1	0.1	4	-1	6	-3	-2
CCC(=O)Nc1ccc(C(=O)NNC(=O)CCCCC(=O)NNC(=O)c2ccc(NC(=O)CC)cc2)cc1	-0.1	-3	0.0	16	4	7	-7	-1
Cc1c(C(=O)NCc2ccc(C(C)C)cc2)sc(=O)n1Cc1ccc(S(=O)(=O)N(C)C)cc1	·	-28	0.1	-3	3	1	-33	·
C=Cn1cc[n+](CC(=O)c2ccc(-c3ccccc3)cc2)c1	·	-1	0.2	0	1	0	41	2
